From PubChem BioAssay
Nrf2 activator = qHTS of Nrf2 Activators | AREc32 ARE-luciferase reporter (MCF7-derived line), luminescence, 24 h | Potency, µM (doses to about 46.1 µM), for inactives: top-dose activation, most hits filed as activators | hit rate 0.31% among 410,000 | AID 624171, 2012; note: potency is the fitted concentration of half-maximal effect; % of control where 0% means no effect; nearly all actives have a fitted effect of over 65% in size
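Luminescent ARE reporter assay in AREc32_Fluc cells: overnight plating at 37 deg C, 24 hr compound incubation, Steady-Glo added, 30 min RT before reading.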
ATXN2 expr inh = Primary qHTS for Inhibitors of ATXN expression | HEK-293 ATXN2-luciferase reporter, luminescence, 24 h | Potency, µM (doses to about 57 µM), inactives show top-dose activity change, negative = inhibition, usual class: inhibitors | hit rate 0.72% among 360,000 | AID 1745845, 2022; note: potency is the fitted concentration of half-maximal effect; % is set by controls: 0 for no effect and ±100 for the full control effect; nearly all actives have a fitted effect of over 55% in size
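qHTS (up to 57 uM final) was run with 24 h compound exposure of reporter cells at 37 °C. Each well was multiplexed: SteadyGlo luminescence measured ATXN2-luciferase expression after a fluorogenic Gly-Phe-AFC viability readout (25 uM final).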
EPAC2 ag = qHTS for Agonist of cAMP-regulated guanine nucleotide exchange factor 4 (EPAC2): primary screen. Rap guanine nucleotide exchange factor 4 (Homo sapiens), Q8WZA2. EPAC2 activation, biochemical qHTS; response scale: 100% = 6.5 mM cAMP response. Potency, µM (titrated, usually from 154 µM), for inactives: top-dose activation, actives largely listed as activators. hit rate 0.079% among 360,000. AID 720711, 2013; note: potency is the fitted concentration of half-maximal effect; nearly all actives have a fitted effect of over 50% in size
Target sequence (Q8WZA2 whole entry, looked up): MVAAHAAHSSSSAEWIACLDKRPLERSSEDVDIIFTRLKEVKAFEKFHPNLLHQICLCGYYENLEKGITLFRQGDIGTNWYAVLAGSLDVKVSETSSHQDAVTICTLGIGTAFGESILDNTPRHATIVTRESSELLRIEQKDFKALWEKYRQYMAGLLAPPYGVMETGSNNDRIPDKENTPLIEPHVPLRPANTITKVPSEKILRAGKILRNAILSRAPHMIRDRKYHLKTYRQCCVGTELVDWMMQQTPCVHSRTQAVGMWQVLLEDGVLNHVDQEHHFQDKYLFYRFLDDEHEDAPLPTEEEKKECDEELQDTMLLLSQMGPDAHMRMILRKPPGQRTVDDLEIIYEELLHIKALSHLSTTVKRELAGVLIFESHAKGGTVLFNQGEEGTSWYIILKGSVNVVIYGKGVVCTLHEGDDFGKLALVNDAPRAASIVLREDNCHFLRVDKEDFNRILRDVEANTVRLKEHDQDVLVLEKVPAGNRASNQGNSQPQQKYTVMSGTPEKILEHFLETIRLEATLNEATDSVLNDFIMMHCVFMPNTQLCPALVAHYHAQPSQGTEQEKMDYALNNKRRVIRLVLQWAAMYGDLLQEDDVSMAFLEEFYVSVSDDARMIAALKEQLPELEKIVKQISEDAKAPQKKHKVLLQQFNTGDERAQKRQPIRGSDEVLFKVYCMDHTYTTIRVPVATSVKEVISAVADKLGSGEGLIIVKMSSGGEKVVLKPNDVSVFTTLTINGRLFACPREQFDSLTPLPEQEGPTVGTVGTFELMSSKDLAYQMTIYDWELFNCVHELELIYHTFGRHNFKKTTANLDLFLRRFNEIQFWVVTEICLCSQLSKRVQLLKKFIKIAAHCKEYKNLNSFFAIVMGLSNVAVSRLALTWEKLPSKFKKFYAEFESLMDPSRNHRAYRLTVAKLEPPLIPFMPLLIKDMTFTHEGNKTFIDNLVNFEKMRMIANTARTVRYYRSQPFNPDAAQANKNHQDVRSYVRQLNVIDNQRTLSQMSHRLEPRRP
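Guanine nucleotide exchange by EPAC2 is measured as reduced fluorescence of BODIPY-GDP once it is released from 250 nM Rap1B. Plates are read kinetically for 30 min at room temperature; results are scaled to 6.5 mM cAMP.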
IL2 activator = qHTS of IL-2 Activators; IL-2 activation reporter assay, cell-based qHTS; stimulated with anti-CD3/CD4/CD28 beads; in transgenic mouse T cells; activation, % (series mostly up to about 46 µM); hit rate 0.065% among 360,000; in the data active = activation above about 50%; inconclusive = mostly about 30% to 49%; note: 0% is about no effect
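First, unstimulated transgenic mouse T cells were exposed to compound for 60 min. Next, anti-CD3/anti-CD4-coated beads with anti-CD28 were added. Finally, after 18 h at 37 degrees C, EGFP and DsRed were imaged.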
TGFb SMAD3 inh = qHTS for Inhibitors of TGF-b. HepG2 CAGA-GFP TGF-b/SMAD3 reporter, GFP fluorescence, 18 h; TGF-beta stimulated, 500 pg/mL final. Potency, µM (titrated, usually from 46.1 µM), inactives show at the top dose activity, negative = inhibition, usual class: inhibitors. hit rate 1.2% among 410,000. AID 588855, 2011; note: potency is the fitted concentration of half-maximal effect; % is set by controls: 0 for no effect and ±100 for the full control effect; nearly all actives have a fitted effect of over 65% in size
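Using HEPG2 CAGA-GFP reporter cells at 1000 cells/well, we pinned test compounds, stimulated with recombinant TGF-beta (500 pg/mL final) and measured total well GFP after 18 h.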
HepG2 tox = qHTS for Inhibitors of TGF-b: Cytotox Counterscreen; hit rate 0.76% among 410,000; Potency, µM (top dose mostly 46.1 µM), for the others: at the top dose activity change, negative = cytotoxicity, most hits filed as cytotoxic; HepG2 CAGA-GFP viability, ATP luminescence, 18 h; note: potency is the fitted concentration of half-maximal effect; some results filed as inactive show a strong effect at the top dose
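CellTiter-Glo luminescence gave cytotoxicity after 18 hours at 37 degrees C. The cells were HepG2 CAGA-GFP in 1% FBS DMEM, stimulated with 500 pg/mL TGF-beta after compound addition. %Activity was normalised to no-cell wells (complete cell-killing) and DMSO (no toxicity), and curves were fitted and classified.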
A549 viability = Nrf2 qHTS screen for inhibitors: counterscreen for cytotoxicity | hit rate 0.16% among 390,000 | A549 ARE-Fluc cells, CellTiter-Fluor viability, 18-24 h | Potency, µM (highest dose often 46 µM), without a hit: at the highest dose activity change, negative = cytotoxicity, usual class: inhibitors | AID 504648, 2011; note: potency is the fitted concentration of half-maximal effect; % is set by controls: 0 for no effect and ±100 for the full control effect
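Cytotoxicity counterscreen: CellTiter-Fluor fluorescence was measured in A549 ARE_Fluc cells after 18-24 h of compound exposure in a concentration series. The subsequent BugLite luminescent read reports ARE-luciferase activity.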
S2 tox = Viability Counterscreen for Primary qHTS for Inhibitors of ATXN expression. hit rate 0.49% among 400,000. S2 cells (HEK-293 line with an ATXN2-luciferase reporter) viability, CellTiter-Fluor protease fluorescence, 24 h. AID 651635, 2014. Potency, µM (titrated, usually from 56.7 µM), most hits filed as cytotoxic; note: potency is the fitted concentration of half-maximal effect; nearly all actives have a fitted effect of over 40% in size
Nrf2 block = Nrf2 qHTS screen for inhibitors; A549 ARE-Fluc reporter, luciferase luminescence, 18-24 h; Potency, µM (series often up to 46 µM), without a hit: at the highest dose activity change, negative = inhibition, actives largely listed as inhibitors; hit rate 2.1% among 360,000; AID 504444, 2011; note: potency is the fitted concentration of half-maximal effect; % is set by controls: 0 for no effect and ±100 for the full control effect; nearly all actives have a fitted effect of over 60% in size
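Quantitative HTS in A549 cells stably bearing an antioxidant response element-firefly luciferase construct. Inhibition of Nrf2-driven transcription was scored by luminescence after 18-24 h of compound exposure at 37 °C.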
* marks the source's active call; other numbers are inactive results; i = inactive; ? = inconclusive; . = no result given; [ ] = dose if it differs, or a comment. Unless noted, calls come from the whole dose curve; as a rule, active = well fitted curve in the direction sought with a large enough effect; inconclusive = small, poorly fitted or top-dose-only effect, or another doubt; inactive = no such curve, though single readings can be large; an effect the other way counts as inactive or inconclusive.

smiles,Nrf2 activator,ATXN2 expr inh,EPAC2 ag,IL2 activator,TGFb SMAD3 inh,HepG2 tox,A549 viability,S2 tox,Nrf2 block
Clc1ccc(-c2nc(C3CCCCC3)no2)cc1,0.9%,71%[activator],2%,0.2,-22%,-13%,3%,i,?
CCOc1ccccc1NC(=O)CCS(=O)(=O)c1ccc2c(c1)CCN2C(C)=O,1.8%,5%,3%,-2.5,-6%,3%,4%,i,17%
O=C(C1CC1)N1CCc2cc(Br)cc(S(=O)(=O)NCCN3CCOCC3)c21,-0.6%,-2%,-1%,-0.6,-18%,-5%,-5%,i,-8%
CCCNC(=O)CSc1nc2ccccc2c(=O)n1CCC,-0.8%,3%,6%,1.3,-3%,-7%,2%,i,-23%
CN(C)S(=O)(=O)c1cccc(NC(=O)COC(=O)CCOc2ccccc2)c1,-0.4%,-9%,10%,-0.1,-11%,-15%,0%,i,3%
CCN(CC)CC#CCC(O)(c1ccccc1)c1ccc(Br)cc1 (stereo not given),-0.3%,.,1%,-0.7,?,-36%,-1%,?,-10%
CCC(C)N1CCN(C(=O)c2cccs2)CC1 (stereo not given),-0.6%,1%,4%,1.8,?,-1%,-1%,i,-6%
O=C(N/N=C/C=C/c1ccccc1[N+](=O)[O-])c1cccs1,24%,10%,-6%,0.4,-7%,-27%,-4%,i,2%
Cc1ccc(CNC(=O)C(=O)c2cn(CC(=O)N3CCCC3)c3ccccc23)cc1,0.5%,19%,0%,-2.9,-5%,-36%,-9%,i,24%
O=C(Nc1cccc(Cl)c1)Nc1nnc([C@@H]2C[C@H](O)[C@@H](CO)O2)s1,-0.7%,47%[activator],9%,0.0,2%,-18%,.,i,.
CCCCN(C(=O)Cc1cccc(F)c1)c1c(N)n(CCC)c(=O)[nH]c1=O,-0.7%,9%,2%,0.8,20%,4%,0%,i,8%
O=C(CN1CC[n+]2c(-c3ccccc3)csc21)c1ccc(Br)cc1,3.4%,.,-3%,-1.0,18%,-10%,3%,i,13%
CN1CCN(C(=O)c2ccc3c(=O)n(-c4ccc(F)cc4)c(=S)[nH]c3c2)CC1,0.1%,0%,1%,0.0,?,12%,3%,i,5%
Cc1nnsc1C(=O)NC(C)C12CC3CC(CC(C3)C1)C2 (stereo not given),-1.0%,1%,-2%,-1.8,0%,-8%,5%,i,-16%
O=C1C2C(C(=O)N1c1nccs1)C1C=CC2C12CC2 (stereo not given),-1.3%,.,17%,-0.5,2%,1%,29%,i,3%
CC1C=CCC2C(=O)N(c3ccccc3OC(=O)c3cccs3)C(=O)C12 (stereo not given),-1.1%,-19%,0%,-0.4,0%,2%,0%,i,9%
COc1ccc(/C=C(/C(=O)Nc2ccccc2C(=O)N2CCCC2)c2ccccc2)cc1,-0.5%,-15%,10%,-0.7,0%,-22%,4%,i,?
CCCN(CCC)CCNc1c(NC2CCN(C(=O)OCC)CC2)c(=O)c1=O,0.2%,-8%,-4%,-2.1,4%,5%,5%,i,8%
CC[C@@H]1CCCCc2ccccc2[C@H](C(=O)C[C@H](O)CC(C)=O)OC1=O,-0.5%,2%,7%,-0.5,14%,3%,1%,i,9%
O=C(CCCCn1c(=O)c2ccccc2n(Cc2cccc(F)c2)c1=O)NCc1ccc2c(c1)OCO2,-1.6%,-3%,.,.,-11%,-3%,2%,i,21%
Cc1cccc(C(=O)N(Cc2cccs2)C2CCS(=O)(=O)C2)c1 (stereo not given),-0.2%,-8%,-6%,-1.2,14%,3%,-2%,?,9%
CCOC(=O)N1CCN(C(=O)/C(=C/c2cccc3ccccc23)NC(=O)c2ccc(OC)c(OC)c2)CC1,-0.1%,-8%,3%,-2.2,?,-17%,-4%,i,-21%
O=C(Nc1ccccc1)c1ccccc1NC(=O)C1CCCCC1,-0.4%,-7%,-5%,-2.7,-5%,-31%,-2%,i,-2%
CCOc1ccc(C(C)NC(=S)NCc2ccc(F)cc2)cc1 (stereo not given),-0.6%,0%,13%,-1.8,-12%,-24%,-5%,?,-13%
COc1ccc(-n2cc(CN(C)C(C)c3ccncn3)c(-c3cccc(F)c3)n2)cc1 (stereo not given),-0.9%,?,2%,-3.1,-14%,0%,-9%,i,-93%
COc1ccc(NC(=O)CCS(=O)(=O)c2nc(-c3ccc4c(c3)OCO4)cc(C(F)(F)F)n2)cc1OC,6.2%,?,.,.,-8%,-21%,0%,?,-18%[9.27 µM]
CCCc1c(C)nc(N2CCN(c3ccccc3F)CC2)[nH]c1=O,0.2%,0%,15%,0.1,-14%,5%,9%,i,5%
CCOc1ccc(N=C2NC(=O)C(CC(=O)Nc3ccccc3)S2)cc1 (stereo not given),-0.4%,-27%,1%,-0.1,9%,6%,1%,i,-9%
O=c1oc(Nc2cccc(Cl)c2)nc2ccccc12,-0.4%,59%[activator],2%,-4.6,-2%,-22%,-7%,?,?
O=C1C(=Cc2cccs2)C(=O)c2ccccc21,2.2%,2%,12%,0.8,-2%,-24%,-3%,i,0%
CCCN1C(=O)C(Cc2nc3ccccc3c(=O)n2CC)c2cc(Br)ccc21 (stereo not given),2.8%,.,.,.,7.9µM*,-30%,-7%,.,-3%
Cc1ccc(NC(=O)c2ccncc2)cc1[N+](=O)[O-],-0.5%,4%,-1%,0.7,-4%,2%,1%,?,16%
Cc1nnc(N/N=C/c2ccccc2F)n1N,5.3%,-18%,12%,-0.4,0%,1%,-8%,i,5%
Cc1cccc(CSc2ncc(Cl)c(C(=O)Nc3nc4ccc(F)cc4s3)n2)c1,-1.0%,6%,.,.,-1%,1%,-4%,i,2%
CC(=O)Nc1ccc(NC(=O)CN2C(=O)CCc3cc(S(=O)(=O)N4CCCCC4)ccc32)cc1,-1.0%,15%,.,.,-2%,-5%,1%,i,.
Cc1[nH]c2ccccc2c1C(O)CN1CCC2(CC1)OCCO2 (stereo not given),4.9%,31%[activator],4%,0.0,0%,-14%,2%,.,2%
c1cncc(-c2nnc3n2CCC3)c1,1.4%,15%,11%,-0.3,7%,-6%,0%,i,7%
O=C(c1cnc(N2CCOCC2)c2ccccc12)N1CCN(c2ccc(F)cc2)CC1,0.6%,.,.,.,-21%,-4%,0%,.,.
OC1COC(O)C(O)C1O (stereo not given),-0.5%,10%,-4%,-0.2,2%,0%,-5%,i,8%
COc1ccc(NC(=S)NC2CCCCC2)cn1,2.2%,17%,4%,-6.7,?,5%,1%,i,15%

Three compounds out of the list above, sorted by the number in EPAC2 ag, smallest number first:
SMILES | EPAC2 ag
Cc1cccc(C(=O)N(Cc2cccs2)C2CCS(=O)(=O)C2)c1 (stereo not given) | -6%
Cc1ccc(NC(=O)c2ccncc2)cc1[N+](=O)[O-] | -1%
CCOC(=O)N1CCN(C(=O)/C(=C/c2cccc3ccccc23)NC(=O)c2ccc(OC)c(OC)c2)CC1 | 3%

Carrying on.
smiles,Nrf2 activator,ATXN2 expr inh,EPAC2 ag,IL2 activator,TGFb SMAD3 inh,HepG2 tox,A549 viability,S2 tox,Nrf2 block
O=C(Nc1ccc(CN2CCS(=O)(=O)CC2)cc1)c1ccccc1,0.1%,-4%,5%,-0.4,0%,103%,1%,i,7%
CCN(CC)c1cc(C)c2cc(NC(=O)/C=C/c3cc(OC)c(OC)c(OC)c3)ccc2n1,-5.8%,.,.,.,16µM*,10µM*,?,.,-2%[9.27 µM]
CC(NC(=O)COC(=O)c1ccc2c(=O)n3c(nc2c1)CCCCC3)c1ccc(F)cc1 (stereo not given),0.5%,.,4%,-1.0,2%,-4%,.,?,.
c1ccc(-c2nc(-c3ccncc3)n[nH]2)nc1,2.9%,10%,5%,-1.1,-20%,-60%,-5%,i,7%
CCc1ccc2oc(-c3cc(NC(=O)C(C)C)cc(C)c3O)nc2c1,-1.0%,1%,.,.,-2%,-13%,-2%,i,-1%
COc1ccc(CC(=O)NC2CCSc3ccccc32)cc1OC (stereo not given),0.5%,-15%,5%,-3.0,-25%,-23%,11%,i,-1%
Cc1cc(C)nc(/N=C(/NC(=O)Nc2ccc(Cl)c(Cl)c2)Nc2cccc(Cl)c2)n1,-1.0%,-14%,14%,-4.2,-3%,-1%,10%,i,5%
CCOc1ccc(CCNC(=O)C2CCN(C(=O)N3CC(CC)Oc4ccc(C)cc43)CC2)cc1 (stereo not given),-0.6%,.,.,.,-25%,-1%,3%,.,?
O=C(OCCc1cc2ccccc2c(=O)o1)c1ccc2c(c1)OCO2,9.1%,43%[activator],10%,-0.5,-4%,2%,-1%,i,2%
Oc1ccc(/C(Cc2ccccn2)=N\Nc2ccccc2)c(O)c1,?,.,8%,0.0,?,-1%,-27%,i,?
Cc1cc(C)cc(C(O)c2ncc(-c3ccccc3Cl)[nH]2)c1 (stereo not given),0.2%,-20%,12%,0.3,?,-33%,.,?,.

No enrichment for hits. About 4.3% of those tested had a hit in this group.
